EWS-Fli block – inhibitors of EWS/Fli oncoprotein transcriptional activity; inhibition, % at 12.6 µM; 350,000 tested, 0.67% active; A673 NR0B1-luciferase reporter, viability-normalised;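 active means mean inhibition of at least 50% after viability correction, with every replicate also passing that limit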;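 further: firefly luciferase signal divided by Alamar Blue viability fluorescence both relative to DMSO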
LGR2 inh – inhibitors of bursicon-induced Drosophila LGR2 receptor cAMP signaling; HEK293 LGR2, CRE-luciferase, bursicon-stimulated, 4 h; inhibition, % at 9.99 µM; 380,000 tested, 0.35% active; AID 720647;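 active means drop in luminescence signal, shown as inhibition above about 50% in the replicate tests, limit read from the data, passing the limit was not always enough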;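 further: agonist challenge used bursicon conditioned medium at about half maximal strength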
FN deposition inh – fibronectin deposition inhibition | AH1F fibroblasts, Alexa488-fibronectin deposition fluorescence, overnight | inhibition, % at 12.6 µM | 350,000 tested, 0.086% active | AID 743247;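 active means mean inhibition across replicates of 30% or more, regardless of how many single replicates reach that level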;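 further: positive control wells lacked labelled fibronectin entirely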
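Test system: AH1F fibroblast monolayer depositing Alexa488-labelled fibronectin into matrix. Input: 10000 cells per well. Technique: fluorescence, ex 485 nm, em 525 nm. Buffer or medium: DMEM plus 2% serum, read in PBS. Timing: 1 h cell adhesion before compound, then overnight fibronectin incubation. Compound: single dose, pinned. Read-out basis: inhibition from reduced deposited-fibronectin fluorescence.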
ERAP1 HTS inh – ERAP1 (human) enzyme inhibition | 340,000 tested, 0.15% active | inhibition, % at 10.7 µM | recombinant ERAP1, Leu-AMC fluorescence, 60 min | AID 652197 | Q9NZ08;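 active means mean replicate inhibition of at least 30%, or all replicates individually reaching that 30% level; inactive means mean below 30% and not every replicate reaching it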;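 further: 0% = neutral control wells and 100% = L-leucinethiol positive control wells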
Target sequence (Q9NZ08 whole entry, looked up): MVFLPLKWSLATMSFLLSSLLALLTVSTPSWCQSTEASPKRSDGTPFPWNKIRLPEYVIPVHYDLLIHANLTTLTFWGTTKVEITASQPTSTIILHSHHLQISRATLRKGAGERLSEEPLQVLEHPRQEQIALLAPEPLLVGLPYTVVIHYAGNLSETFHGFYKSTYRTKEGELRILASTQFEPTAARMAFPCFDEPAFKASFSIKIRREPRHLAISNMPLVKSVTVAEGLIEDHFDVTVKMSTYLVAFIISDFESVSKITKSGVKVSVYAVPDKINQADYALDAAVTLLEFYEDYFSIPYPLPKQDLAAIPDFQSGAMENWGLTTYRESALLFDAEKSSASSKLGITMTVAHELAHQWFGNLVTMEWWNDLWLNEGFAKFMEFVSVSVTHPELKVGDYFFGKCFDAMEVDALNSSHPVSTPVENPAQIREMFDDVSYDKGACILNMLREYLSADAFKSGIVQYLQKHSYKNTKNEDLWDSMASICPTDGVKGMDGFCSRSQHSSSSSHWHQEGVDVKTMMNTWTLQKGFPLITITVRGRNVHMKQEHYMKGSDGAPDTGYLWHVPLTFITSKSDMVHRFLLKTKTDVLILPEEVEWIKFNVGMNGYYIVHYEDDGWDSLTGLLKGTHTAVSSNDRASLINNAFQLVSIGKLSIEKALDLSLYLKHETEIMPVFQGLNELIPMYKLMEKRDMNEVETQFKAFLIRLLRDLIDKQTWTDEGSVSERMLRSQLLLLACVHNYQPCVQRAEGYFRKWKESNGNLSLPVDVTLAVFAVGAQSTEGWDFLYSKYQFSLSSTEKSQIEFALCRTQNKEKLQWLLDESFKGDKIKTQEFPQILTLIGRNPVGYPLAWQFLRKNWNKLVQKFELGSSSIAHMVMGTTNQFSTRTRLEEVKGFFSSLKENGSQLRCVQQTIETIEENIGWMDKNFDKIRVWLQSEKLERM
PglD DTNB – inhibitors of Campylobacter jejuni PglD acetyltransferase | inhibition, % at 12.5 µM | AID 602405 | 360,000 tested, 0.098% active | purified PglD enzyme, DTNB colorimetric CoA detection; in the data active means inhibition above about 16%, passing the limit was not always enough; further: strong numbers were not always called active
PGC1a acetyl inh – PGC1a acetylation modulation, inhibitor mode; AID 651687; U2OS PGC1a acetylation, AlphaScreen anti-acetyl-lysine; with virally co-expressed GCN5 acetyltransferase; 350,000 tested, 0.17% active; inhibition, % at 15.6 µM;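 active means every replicate shows inhibition of at least 40%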;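 further: 0% = neutral control wells and 100% = positive control wells; some results beyond the cut were filed as inactive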
S100A4 inh HTS – inhibitors of human S100A4 binding to myosin IIA peptide; inhibition, % at 10.7 µM; P26447; S100A4/TAMRA-MyoIIA peptide fluorescence polarization; 360,000 tested, 0.14% active;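 active means mean inhibition of at least 70% across replicates, with every replicate also reaching that level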
Target sequence (P26447 whole entry, looked up): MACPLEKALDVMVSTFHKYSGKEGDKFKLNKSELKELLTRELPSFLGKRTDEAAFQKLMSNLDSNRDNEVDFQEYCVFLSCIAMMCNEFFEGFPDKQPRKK
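incubation = readout 5 min after mixing, signal stable up to 60 min | system = S100A4 monomer protein | buffer or medium = HEPES pH 7.2 with CaCl2, KCl, NaCl, DTT, Triton | benchmarks = neutral control DMSO, positive control TFP | also added = fluorescent myosin IIA peptide, 5 nM | compound dosing = one concentration per compound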
PAX8 reporter – PAX8 transcriptional activity inhibition; RMG-I TPO-luciferase reporter, SteadyGlo, 24 h; inhibition, % at 12.6 µM; 360,000 tested, 1.2% active; AID 652154;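 active means mean replicate inhibition at least 60% with every replicate also reaching 60%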;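 further: luciferase light reporting Pax8 driven TPO promoter activity; plate controls were median of neutral control wells for no effect and mitoxantrone controls for full effect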
* = called active by the depositor; . = no result given; & = joins results of further samples. An excerpt; count on the stated rates, not on these rows.

smiles | EWS-Fli block | LGR2 inh | FN deposition inh | ERAP1 HTS inh | PglD DTNB | PGC1a acetyl inh | S100A4 inh HTS | PAX8 reporter
OC(CN1CCCCC1)c1c[nH]c2ccccc12 (stereo not given) | 10 | 11 | -2 | 0 | 4 | 1 | -12 | -45
CN1C(=O)C(Cc2cccs2)C(=O)N(C)C1=O | -2 | 13 | . | 2 | 4 | -1 | 1 | .
O=C1NC(=O)C(=Cc2csc3ccccc23)C(=O)N1 | 14 | -13 | -2 | 13 | -2 | 13 | -6 | 5
Nc1nnc(P(c2ccccc2)c2ccccc2)s1 | -9 | -22 | -1 | -1 | -7 | . | 2 | 16
CCN1CCN(C(=O)COc2cc(=O)n(CC)c3ccccc23)CC1 | . | . | 9 | . | 5 | -9 | . | 11
O=C(Cc1ccncc1)N1CCCCN2[C@@H](CO)[C@H](c3ccc(C#Cc4ccccc4F)cc3)[C@@H]2C1 | -12 | 2 | 12 | 1 | -3 | -1 | -12 | 5
OCC1CN1C1CCCCC1 (stereo not given) | 1 | 11 | . | 4 | 1 | 2 | 10 | -9
COc1cc(OC)c(OC)cc1C=O | -12 | 7 | . | 0 | 0 | 5 | 0 | .
Cc1ccc(C(=O)NCCN2CCC3(CC2)C(=O)NCN3c2ccccc2)cc1 | -2 | -7 | 4 | 5 | . | . | 0 | 3
O=C(O)C(O)(c1ccc(Cl)cc1)C1(O)CCCC1 (stereo not given) | 11 | 1 | 3 | -1 | -2 | 3 | -1 | 1
CC(=O)OC12COC1CC(O)C1(C)C(=O)C(O)C3=C(C)C(O)CC(O)(C(OC(=O)c4ccccc4)C21)C3(C)C (stereo not given) | 73* | -22 | 15 | -4 | . | 4 | -1 | .
O=c1c2ccccc2nc(/C=C/c2ccc3c(c2)OCO3)n1-c1cccc(O)c1 | . | 2 | 1 | . | . | -5 | . | 5
COC(=O)C1=C(c2ccc(S(C)(=O)=O)cc2)C[C@@H]2CC[C@H]1N2C(=O)N1CCCC1 | -4 | -29 | -3 | 1 | 3 | . | -1 | 19
COc1ccc(-n2c(-c3ccco3)nc3ccccc3c2=O)cc1 | 5 | -7 | 4 | 3 | . | 2 | -4 | 12
Cc1ccc(/C=C2\C(=O)NC(=O)N(CC3CCCO3)C2=O)s1 (stereo not given) | -4 | 8 | 9 | 0 | -5 | 10 | 66 | -48
Cn1c(O)c(C=NCCN2CCN(C(=O)Nc3ccccc3)CC2)c(=O)n(C)c1=O | 9 | -15 | 3 | . | -6 | 2 | -2 | -13
Clc1cccc(Cl)c1C1N2CCCN12 (stereo not given) | . | . | 15 | . | 2 | 7 | . | 0
CC(=O)O[C@@H]1CC[C@]2(C)C3CC[C@]4(C)C(=O)[C@H](O)CC4C3[C@@H](OC(C)=O)C[C@H]2C1 (stereo not given in full) | -9 | 29 | 5 | 0 | 1 | -1 | 5 | -6
C#CCN1CCN(c2cccc(C(F)(F)F)c2)CC1 | 1 | 29 | -1 | 0 | . | 5 | 0 | -4
C=C1C(=O)O[C@@H]2C[C@@H](C)[C@@H]3C=CC(=O)[C@@]3(C)[C@@H](OC(=O)CC(=O)O[C@H]3[C@@H]4C(=C)C(=O)O[C@@H]4C[C@@H](C)[C@@H]4C=CC(=O)[C@]43C)[C@H]12 | 55* | . | 28 | -1 | 0 | . | -22 | 109*
COP(=O)(OC)C(NC(=O)/C=C/c1ccccc1)C(Cl)(Cl)Cl (stereo not given) | -34 | -59 | -1 | 0 | . | 7 | 3 | -90
Cc1c(NS(=O)(=O)c2ccccc2)ccc([N+](=O)[O-])c1Cl | 5 | 35 | -1 | 6 | -6 | -5 | -7 | .
C/C=C1/CC(C)C(C)(O)C(=O)OCC2CCN3CCC(OC1=O)C23 (stereo not given) | -9 | 11 | . | -3 | . | 1 | 2 | 3
CC/C(=N\N1CCCCC1)c1c(O)[nH]c(=O)[nH]c1=O | 14 | -25 | 1 | 2 | . | . | 0 | 8
Cc1ccc(OC(=O)N(C)C[C@H]2OCc3cnnn3CCCC(=O)N([C@@H](C)CO)C[C@@H]2C)cc1 | 0&-1 | -1&6 | 2&2 | -1 | -1 | 4 | -4&8 | -2&-2
CCCOc1ccc(C(C)=O)cc1Cc1c(O)[nH]c(=S)[nH]c1=O | 7 | -3 | -5 | 0 | 2 | . | -7 | -5
CCOC(=O)c1c(-n2c(C)cc(C=C3C(=O)NC(=O)NC3=O)c2C)sc2c1CCCC2 | . | . | 3 | . | -3 | -12 | . | -18
C/C=C/c1ccc(C2[C@H]3CNC[C@@H]2N3CC2CC2)cc1 (stereo not given in full) | 5 | -15 | -6 | 2 | . | . | 0 | .
CC1CN=C(Nc2ccc(F)cc2)S1 (stereo not given) | -5 | 9 | 0 | 2 | 0 | 15 | 3 | -18
COc1ccc(C(CC(C)=O)c2c(O)c3ccccc3oc2=O)cc1OC (stereo not given) | 0 | 1 | . | 5 | . | . | -2 | 3
O=C1c2cccc(N3CCNCC3)c2C2CCCCN12 (stereo not given) | 8 | -3 | -7 | . | 2 | -18 | -2 | 6
OC1/C(=C/c2ccc(C(F)(F)F)cc2)N2CCC1CC2 (stereo not given) | -11 | -17 | 1 | . | . | 3 | -47 | -42
S=C(NCCc1ccccc1)N1Cc2ccc(Br)cc2-n2nncc2C1 | -1 | 6 | 9 | -1 | -1 | -12 | 1 | 12
COc1ccc(-n2c(Cc3ccccc3)nc3ccccc3c2=O)cc1 | -5 | 2 | 3 | 0 | -11 | 4 | -6 | 3
COc1ccccc1OCCCn1cc(C(C)=O)c2ccccc21 | 14 | 5 | 0 | . | 1 | 2 | -5 | 17
Cc1c(C(c2ccc(O)cc2)c2c(O)c3ccccc3oc2=O)c(=O)n(-c2ccccc2)n1C (stereo not given) | 6 | 4 | 2 | -3 | . | . | -2 | -1
COc1cc(/C=C/c2nc3ccccc3c(=O)n2-c2ccc(O)cc2)ccc1O | 23 | 16 | 6 | 3 | -2 | -12 | 3 | 30
CCOC(=O)CC1=C(C(=O)OCC)C2(C(=O)N1)C(C(=O)OC)=C(N)Oc1ccccc12 (stereo not given) | . | . | -1 | . | -3 | 8 | . | 10
COc1ccc(CC2C(=O)NC(=O)N(c3ccccc3)C2=O)c(OC)c1 (stereo not given) | -1 | 6 | . | -1 | 2 | -5 | 2 | .
CCN1[C@@H]2c3ccc(-c4cccc(OC)c4)c(=O)n3C[C@H]1[C@H](CO)[C@H]2C(=O)OC | 2 | -13 | . | 0 | -5 | . | -3 | -6
COC(=O)[C@@H]1[C@@H](CO)[C@@H]2Cn3c(ccc(-c4cccc(OC)c4)c3=O)[C@H]1N2C(=O)c1ccccc1F | -5 | 5 | . | -2 | -1 | -1 | 0 | 10
COC(=O)C1=C(c2ccc(C(C)=O)cc2)C[C@@H]2CC[C@H]1N2C(=O)NCCO | -5 | 33 | 3 | -2 | -6 | 4 | -4 | -5
O=c1[nH]c(O)c(C=Nc2cccc(F)c2)c(=O)[nH]1 | 13 | 2 | 0 | 1 | -3 | 0 | -2 | 15
CCC[N+]12CCC(CC1)C(C(O)(c1ccccc1)c1ccccc1)C2 (stereo not given) | -5 | -5 | -13 | . | -6 | . | 0 | -11
CN1CCN(c2c[nH]c(=O)[nH]c2=O)CC1 | . | . | 9 | . | 0 | -5 | . | 5
CNC(C(=O)c1ccccc1)C(OC)c1cccc([N+](=O)[O-])c1 (stereo not given) | 0 | 4 | 0 | 1 | . | . | 0 | -4
N#Cc1ccc2nc(-c3ccc(CN4CCC(n5c(=O)[nH]c6ccccc65)CC4)cc3)c(-c3ccccc3)nc2c1 | 7 | 15 | . | -5 | . | . | 11 | 91*
O=C1NC(=O)C(=Cc2ccc(OCCOc3ccc([N+](=O)[O-])cc3)cc2)C(=O)N1 | -7 | 24 | 10 | -1 | . | 4 | 0 | -15
O=C(COC(=O)Cc1ccccc1)Nc1nnc(-c2ccccc2)o1 | 1 | -6 | 0 | -3 | 1 | 1 | 6 | -2
CC1CN1P(=S)(c1ccccc1)N1CC1C (stereo not given) | 5 | 7 | -3 | 2 | . | 10 | 1 | 9
COc1cccc(-c2ccc([C@@H]3[C@@H](CO)N4CCCCN(C(=O)Cc5ccncc5)C[C@H]34)cc2)c1 | . | -3 | -5 | -1 | -6 | -10 | 1 | -16
Cc1ccsc1C(=O)C1CCCN(Cc2cc3ccccc3o2)C1 (stereo not given) | -5 | -2 | 4 | . | 2 | -7 | -26 | -3
Cc1ccc(-n2c(O)c(/C=N/N3CCCCC3c3cccnc3)c(=O)[nH]c2=S)cc1 (stereo not given) | -26 | 2 | -4 | 0 | . | . | -17 | -8
CCC1CCCCN1CC(=O)c1ccc(OC(F)F)cc1 (stereo not given) | . | -12 | 5 | . | -2 | 7 | . | -22
CCc1ccccc1NC(=O)CSc1nnc([C@@H](N)Cc2c[nH]c3ccccc23)o1 | . | . | -6 | . | 1 | 4 | . | 4
Fc1ccccc1N1CCN(Cc2c(F)cccc2F)CC1 | . | -9 | -1 | . | -7 | -18 | . | .

Profiles, looked up by structure. Screens in order: EWS-Fli block	LGR2 inh	FN deposition inh	ERAP1 HTS inh	PglD DTNB	PGC1a acetyl inh	S100A4 inh HTS	PAX8 reporter
Fc1ccccc1N1CCN(Cc2c(F)cccc2F)CC1 is listed as .	-9	-1	.	-7	-18	.	.
Cc1ccc(-n2c(O)c(/C=N/N3CCCCC3c3cccnc3)c(=O)[nH]c2=S)cc1 (stereo not given) is listed as -26	2	-4	0	.	.	-17	-8
O=C(COC(=O)Cc1ccccc1)Nc1nnc(-c2ccccc2)o1 is listed as 1	-6	0	-3	1	1	6	-2

Remaining list, next part.
smiles | EWS-Fli block | LGR2 inh | FN deposition inh | ERAP1 HTS inh | PglD DTNB | PGC1a acetyl inh | S100A4 inh HTS | PAX8 reporter
N#Cc1ccccc1OCC(=O)N1CCN(CC(=O)Nc2ccc(F)cc2)CC1 | 11 | 12 | -5 | -4 | -2 | -8 | -8 | 10
O=C(Cc1ccccc1)N1CCCCN2[C@H](CO)[C@@H](c3ccc(C#CC4(O)CCCC4)cc3)[C@H]2C1 | -1 | 6 | . | . | 3 | 14 | . | -15
Cc1nccn1Cc1ccc(Cl)nc1 | -5 | -8 | 4 | 0 | -2 | -3 | -2 | 9
CN(C)C1=NP(N(C)C)(N(C)C)=NC(c2ccccc2)=N1 | . | . | -2 | . | -3 | 4 | . | -8
CN1CCN(c2nc([N+](=O)[O-])nn2C)CC1 | -11 | 10 | -11 | 4 | . | . | -1 | -3
COc1ccc(NC(=O)c2cn(CCC#N)nc2-c2cccc(Br)c2)cc1 | 8 | 4 | 1 | 4 | -7 | . | 1 | 19
C[C@]12CCC(=O)C=C1C=CC1C2CC[C@]2(C)C(=O)CCC12 (stereo not given in full) | 3 | -8 | . | -1 | 0 | -9 | -2 | -16
CCOC(C(=O)OCC(O)CN(CC)CC)(c1ccccc1)c1ccccc1 (stereo not given) | . | . | -4 | . | -4 | 8 | . | 4
O=Cc1c(C(=O)O)n(Cc2ccccc2F)c2ccccc12 | 13 | 10 | -8 | 0 | -5 | -2 | -11 | 4

High-throughput results from PubChem.
